Screens deposited in PubChem BioAssay by MTDP.
RNase H inhibition = RNase H inhibition, HIV 1 Gag Pol polyprotein, FRET biochemical assay, screening (AID 372); HIV-1 RT RNase H, FRET RNA/DNA substrate fluorescence; higher % means a stronger effect; inhibition, % at 10 µM; hits with a dose series show IC50 in µM; hit rate 0.77% among 100,000; in the data active means inhibition above about 50%
An asterisk follows results filed as active; & = joins results of further samples. Only part of the results is shown, so the mix of outcomes need not match the whole.

no. | smiles | RNase H inhibition
1 | COc1ccc(CCNc2cc(N3CCN(S(=O)(=O)c4ccccc4)CC3)ccc2[N+](=O)[O-])cc1OC | 10%
2 | Cn1nnnc1SCc1nc2ccccc2[nH]1 | 4%
3 | Cc1ccc(C(=O)COC(=O)c2ccc(NC(=O)c3ccc(Cl)cc3)cc2)cc1[N+](=O)[O-] | 0%
4 | Cc1ccc(C)c(NS(=O)(=O)c2ccc3c(c2)C(=O)c2cc(S(=O)(=O)Nc4cc(C)ccc4C)ccc2-3)c1 | 18%
5 | FC(F)(F)c1ccc(-c2ccccc2-c2nnc(-c3ccc(-c4ccccc4)cc3)o2)cc1 | 10%
6 | CCOC(=O)c1c(NC(=O)Cc2ccc(OC)cc2)sc(C(=O)Nc2ccccc2F)c1C | 16%
7 | CCOc1ccc(N(CC(=O)NCCOC)S(=O)(=O)c2ccc(Br)cc2)cc1 | 7%
8 | c1ccc2cc(OCCCN3CCOCC3)ccc2c1 | 0%
9 | CC(=O)c1ccccc1OC(=O)c1ccc(Cl)cc1 | 1%
10 | O=C(Nc1ccc(-c2nc3ccccc3[nH]2)cc1)c1ccccc1[N+](=O)[O-] | 2%
11 | N#CCCn1cc(CO)c(-c2ccccc2)n1 | 8%
12 | CCOc1ccc(C(=O)Nc2cccc(-c3nc4cc(C)ccc4o3)c2C)cc1[N+](=O)[O-] | 0%
13 | CCCN1C(=O)C(Cc2nc3ccccc3c(=O)n2-c2ccccc2)c2ccccc21 (stereo not drawn) | 11%
14 | c1ccc(Nc2ncc(Cc3cccc4ccccc34)s2)cc1 | 29%
15 | COc1cccc(C(=O)NNC(=O)c2ccc(OC)cc2OC)c1 | 3%
16 | COc1cc2c(cc1OC)C(CC(=O)Nc1ccc(C)cc1C)=NC(C)(C)C2 | 9%
17 | COC(=O)CSC1=C(C#N)C(c2ccsc2)CC(=O)N1 (stereo not drawn) | 0%
18 | Cc1cc([N+](=O)[O-])ccc1NN=C(C#N)C#N | 11%
19 | C=CCOc1ccc(/C=C2/C(=O)NN(c3ccc(C)c(Cl)c3)C2=O)cc1OC | 18%
20 | CC(C)(C)c1nnc(NC(=O)c2ccccc2F)s1 | 9%
21 | CCOc1ccc(NC(=O)c2c(-c3c(Cl)cccc3Cl)noc2C)cc1 | 2%
22 | COC(=O)c1c(C)oc2ccc(OCC(N)=O)cc12 | 0%
23 | COc1ccc(-c2cc(C(=O)Nc3ccc(C)c(C)c3)c3ccccc3n2)cc1 | 14%
24 | CN(C)c1ccc(NC(=O)c2ccc(Cl)c([N+](=O)[O-])c2)cc1 | 20%
25 | N#CC1=C(SCC(=O)Nc2ccccc2)NC(=O)CC1c1ccc(F)cc1 (stereo not drawn) | 36%

Structural class, those above with a thiophene ring, fused or not.
no. | smiles | RNase H inhibition
6 | CCOC(=O)c1c(NC(=O)Cc2ccc(OC)cc2)sc(C(=O)Nc2ccccc2F)c1C | 16%
17 | COC(=O)CSC1=C(C#N)C(c2ccsc2)CC(=O)N1 (stereo not drawn) | 0%

2 of these compounds, set out differently.
#23 COc1ccc(-c2cc(C(=O)Nc3ccc(C)c(C)c3)c3ccccc3n2)cc1
  RNase H inhibition: 14%

#24 CN(C)c1ccc(NC(=O)c2ccc(Cl)c([N+](=O)[O-])c2)cc1
  RNase H inhibition: 20%

(cont.)
no. | smiles | RNase H inhibition
26 | Cc1ccc(C)c(NS(=O)(=O)c2cc(Cl)ccc2Cl)c1 | 47%
27 | O=C(CCc1ccccc1)Nc1ccc(Cl)cc1C(=O)O | 11%
28 | O=C(N/N=C/c1cccc(Cl)c1Cl)c1cccc(Cl)c1 | 1%
29 | O=C(CSCc1cccc(Br)c1)Nc1cccc2cccnc12 | 33%
30 | CC(Oc1ccccc1)C(=O)NC1CCCC1 (stereo not drawn) | 0%
31 | CS(=O)(=O)N(CC(O)Cn1c2ccccc2c2ccccc21)c1ccc(Cl)cc1 (stereo not drawn) | 17%
32 | COc1cc(C)c(CNCc2ccc(OC)c(OC)c2)cc1C | 5%
33 | N#C/C(=C/c1ccccc1Cl)C(=O)Nc1cccc(Br)c1 | 0%
34 | COc1cccc(NC(=O)COc2c(F)c(F)c(C(F)(F)F)c(F)c2F)c1 | 16%
35 | Fc1ccc(-c2csc(N3CCOCC3)n2)cc1 | 2%
36 | Cc1ccc(CN2CCN(/N=C/c3cccc(F)c3)CC2)cc1 | 8%
37 | COc1ccc(NC(=O)c2ccc(CN(c3ccccc3)S(C)(=O)=O)cc2)cc1 | 0%
38 | CCOC(=O)C1=C(C)N=c2s/c(=C\c3ccc(N(CC)CC)cc3OC)c(=O)n2C1c1ccccc1 (stereo not drawn) | 8%
39 | Cc1ccc(C(=O)NC(=S)Nc2cccc(-c3nc4ccccc4s3)c2)cc1C | 12%
40 | C=CCn1c(O)c(N=NC(=O)c2cc(C)[nH]n2)c2cc(Br)ccc21 | 15%
41 | Cn1c(SCC(=O)N/N=C/c2cccc(OCc3ccccc3)c2)nc2ccccc21 | 5%
42 | C/C(=N\NS(=O)(=O)c1ccc(C)cc1)c1ccc(NC(=O)c2ccccc2)cc1 | 26%
43 | CC(=O)c1cccc(NC(=O)c2ccc([N+](=O)[O-])cc2)c1 | 3%
44 | O=C(c1cc2cc(Br)ccc2oc1=O)N1CCCCCC1 | 1%
45 | c1ccc(-n2ncnc2-c2ccc3c(c2)OCO3)cc1 | 11%
46 | CC(C)Oc1ccc(Br)cc1C1Nc2ccc3ccccc3c2C2=C1C(=O)CC(C)(C)C2 (stereo not drawn) | 4%
47 | O=C(COc1ccccc1)Nc1ccc2oc(-c3cccnc3)nc2c1 | 7%
48 | CCCOc1ccc(C(=O)NC(=S)Nc2ccc(N3CCCCC3)c(Cl)c2)cc1 | 10%
49 | O=C(Cc1ccc(Cl)cc1)NN1C(=O)c2ccccc2C1=O | 4%
50 | CC(Sc1nnc(N)s1)C(=O)NC(c1ccccc1)c1ccccc1 (stereo not drawn) | 0%
51 | C=C(C)c1cccc(C(C)(C)NC(=O)Nc2ccccc2C(=O)OC)c1 | 25%
52 | CN(C)c1ccc(N2C(=O)c3ccccc3C2=O)cc1 | 12%
53 | Cc1sc2nc(-c3ccc(N(C)C)c(Br)c3)[nH]c(=O)c2c1C | 8%
54 | CC1=C(C(=O)Nc2ccccc2)C2(CCCCC2)C(C#N)=C(SCC(N)=O)N1 | 3%
55 | COc1ccc(CNC(=O)CN2C(=O)c3ccccc3C2=O)cc1 | 4%
56 | Cc1ccccc1C(=O)Nc1sc2c(c1C(=O)N1CCN(Cc3ccccc3)CC1)CCC2 | 15%
57 | O=C(OCCCN1C(=O)c2ccccc2C1=O)c1ccc(Cl)cc1Cl | 3%
58 | CCOc1ccc(NC(NC(=O)c2ccco2)C(=O)c2ccc(C)cc2)cc1 (stereo not drawn) | 10%
59 | COc1cccc(N(CC(=O)NCC(C)C)S(=O)(=O)c2ccccc2)c1 | 7%
60 | O=[N+]([O-])c1ccccc1CNC1CCCCCC1 | 10%
61 | CCN(CC)CCCNS(=O)(=O)c1ccc(C)cc1 | 0%
62 | CCc1c(C)sc(NC(=O)C2CCCO2)c1C(N)=O (stereo not drawn) | 0%
63 | O=C1NC(=O)/C(=C\c2ccc(OCc3ccc(Cl)cc3Cl)cc2)S1 | 14%
64 | CCCOc1ccc(C(=O)Nc2sc(C)cc2C(=O)OC)cc1 | 9%
65 | CCOC(=O)C1=C(C)NC2=C(C(=O)CC(c3ccc(OC)cc3)C2)C1c1ccccc1OC(C)C (stereo not drawn) | 1%
66 | O=[N+]([O-])c1ccc(NCCCNS(=O)(=O)c2ccccc2)c(C(F)(F)F)c1 | 23%
67 | Clc1ccc(CN2CCN(/N=C\c3ccc(OCc4ccccc4)cc3)CC2)cc1 | 12%
68 | Cc1cccc(C=Nc2ccc(C(N)=O)cc2)c1 | 0%
69 | Cc1c(NC(=O)c2ccc(Br)cc2)cccc1-c1nc2ccccc2s1 | 5%
70 | C/C(=C1/C(=O)N(c2nc3ccccc3s2)N=C1C(F)(F)F)N1CCCC1 | 7%
71 | COc1cc(C(=O)N2CCN(Cc3cccc4ccccc34)CC2)cc(OC)c1OC | 11%
72 | COc1cccc(/C=N/NC(=O)C(=O)NCc2ccccn2)c1OC | 7%
73 | CCOc1cccc(-c2nc3cc(C)ccc3o2)c1 | 16%
74 | CC(C)(C)c1cc(CN2CCCCCC2)cc(C(C)(C)C)c1O | 0%
75 | CC(C)c1ccc(/C=C(/C#N)c2nc(-c3cc4cc(Br)ccc4oc3=O)cs2)cc1 | 15%

(cont.)
no. | smiles | RNase H inhibition
76 | CCOc1ccc(N=C/C=C/c2cccc(Br)c2)cc1 | 0%
77 | Cc1cc(C)nc(/N=C(/N)Nc2ccc(Cl)cc2[N+](=O)[O-])n1 | 9%
78 | CCC1C(=O)C(C)(C)C(=O)OC1c1ccccc1F (stereo not drawn) | 5%
79 | Nc1cc(-c2ccccc2)nc2ccccc12 | 3%&0%
80 | O=C1CC(N(Cc2ccc3c(c2)OCO3)C(=S)Nc2ccccc2)C(=O)N1c1ccc(Cl)cc1 (stereo not drawn) | 14%
81 | COc1cccc(C=Nc2cccc(C(N)=O)c2)c1O | 0%
82 | O=c1oc(-c2ccc(F)cc2)nc2ccc(Br)cc12 | 0%
83 | O=[N+]([O-])c1ccccc1S(=O)(=O)NCCN1CCOCC1 | 1%
84 | Cc1ccc(N(CC(O)Cn2c3ccccc3c3ccccc32)S(C)(=O)=O)cc1 (stereo not drawn) | 19%
85 | C=CCN1C(=O)/C(=C/c2c3ccccc3cc3ccccc23)C(=O)NC1=S | 34%
86 | COc1ccc(C2/C(=C(\O)c3ccc(Br)cc3)C(=O)C(=O)N2C)cc1 (stereo not drawn) | 11%
87 | COc1cc(NC(=O)c2ccc(Cl)cc2)c(Cl)cc1NC(=O)c1cc2ccccc2cc1OC | 9%
88 | CN1CCN(/N=C/c2c(C(F)(F)F)[nH]n(-c3nc4ccccc4s3)c2=O)CC1 | 12%
89 | COc1ccc(/C=N/n2cnnc2)cc1CSc1ccccn1 | 10%
90 | CC(C)NC(=O)CC1Nc2ccccc2NC1=O (stereo not drawn) | 10%
91 | C/C(=N\NC(=O)C1COc2ccccc2O1)c1ccc(Br)cc1 (stereo not drawn) | 0%
92 | CC(C)N1C(=O)/C(=C/c2cccc([N+](=O)[O-])c2)SC1=S | 4%
93 | COc1cccc2cc(-c3nnc(Nc4cc(F)ccc4C)s3)c(=O)oc12 | 36%
94 | CCOC(=O)CSc1nc2cc(OCC)ccc2n1C | 3%
95 | COc1cc(/C=N\NC(=O)c2ccc(Br)cc2)ccc1OC(=O)c1cccc2ccccc12 | 19%
96 | CN1CCN(CC(=O)N2CCn3c4c(c5cc(C6CCCCC6)ccc53)CCCC42)CC1 (stereo not drawn) | 0%
97 | Cc1ccccc1C(=O)Nc1ccc2oc(-c3ccccc3Cl)nc2c1 | 23%
98 | O=C(COC(=O)C(Cc1ccccc1)N1C(=O)C2C3C=CC(C4CC34)C2C1=O)c1ccc(Cl)cc1 (stereo not drawn) | 1%
99 | Cc1ccnc(NC(c2ccc3cccnc3c2O)c2c(F)cccc2Cl)c1 (stereo not drawn) | 12%
100 | Cc1cccc(NC(=O)CCCN2C(=O)c3cccc4cccc(c34)C2=O)n1 | 15%

Five entries drawn at random from the list so far, as already listed:
no. | smiles | RNase H inhibition
75 | CC(C)c1ccc(/C=C(/C#N)c2nc(-c3cc4cc(Br)ccc4oc3=O)cs2)cc1 | 15%
39 | Cc1ccc(C(=O)NC(=S)Nc2cccc(-c3nc4ccccc4s3)c2)cc1C | 12%
28 | O=C(N/N=C/c1cccc(Cl)c1Cl)c1cccc(Cl)c1 | 1%
67 | Clc1ccc(CN2CCN(/N=C\c3ccc(OCc4ccccc4)cc3)CC2)cc1 | 12%
98 | O=C(COC(=O)C(Cc1ccccc1)N1C(=O)C2C3C=CC(C4CC34)C2C1=O)c1ccc(Cl)cc1 (stereo not drawn) | 1%

Next results follow.
no. | smiles | RNase H inhibition
101 | O=C(/C=C/c1ccccc1)C1=C(O)C(=O)N(CCO)C1c1ccc([N+](=O)[O-])cc1 (stereo not drawn) | 6%
102 | Nc1nnc(SCC(=O)Nc2ccccc2-c2ccccc2)s1 | 0%
103 | CCc1cc2c(Nc3ccc(Cl)cc3)ncnc2s1 | 3%
104 | O=C1NC(=O)N(c2cccc(Br)c2)C(=O)/C1=C\c1ccc(-c2cccc(C(=O)O)c2)o1 | 11%
105 | O=[N+]([O-])c1cccc(Cl)c1NCCNCCO | 5%
106 | O=C(NC1CCCCC1)C12CC3CCC(CC(C3)C1)C2 | 6%
107 | COc1cccc(-c2cc(CC(C)C)nc(N)c2C#N)c1 | 10%
108 | O=C(NC(=S)Nc1ccc2oc(-c3cccc(Cl)c3)nc2c1)c1ccc(F)cc1 | 18%
109 | Cc1ccnc2c(N3C(=O)C4C5C=CC(C5)C4C3=O)cccc12 (stereo not drawn) | 0%
110 | COc1ccc(C(=O)Nc2cccc(NC(=O)c3ccccc3Cl)c2)cc1 | 8%
111 | Oc1ccc(Nc2nc(-c3ccc(Cl)c(Cl)c3)cs2)cc1 | 38%
112 | CCOC(=O)C1=C(C)NC2=C(C(=O)CCC2)C1c1coc2ccccc2c1=O (stereo not drawn) | 2%
113 | CC(C)c1ccc(OCCN2CCCCC2)cc1 | 6%
114 | Cc1cccc(C(=O)N(Cc2ccccc2)C(C)C)c1 | 10%
115 | COc1ccc(S(=O)(=O)NN=C2CCCCC2)cc1 | 3%
116 | CC(=O)N1c2ccccc2NC2=C(C(=O)CC(C)(C)C2)C1c1cccc(Cl)c1 (stereo not drawn) | 6%
117 | O=C(Nc1cccc(Cl)c1)Nc1nnc(CSCc2ccc(Cl)cc2Cl)s1 | 11%
118 | C=C(C)COc1ccc2oc(-c3ccccc3)c(C(=O)OCC)c2c1 | 0%
119 | Cc1ccc(OCCCCCN2CCCC2)c(C)c1 | 15%
120 | COC(=O)c1ccc(C(=O)OC)c(NC(=O)C(C)Oc2ccccc2)c1 (stereo not drawn) | 17%
121 | Cc1ccc(-c2nc3cc(Cl)cc(Cl)c3o2)cc1NC(=O)c1ccc2c(c1)OCCO2 | 24%
122 | C=CCN(CC=C)C(=O)COc1ccccc1 | 0%
123 | O=C(NC(=S)Nc1cccc(F)c1)c1ccccc1 | 1%
124 | CCOc1ccc(N(CC(=O)NCc2ccc(Cl)cc2)S(=O)(=O)c2ccc(Br)cc2)cc1 | 4%
125 | CN1C(=O)c2ccc(NC(=O)c3ccccc3I)cc2C1=O | 5%
126 | N#Cc1ccc(/C=N/Nc2ccccc2[N+](=O)[O-])cc1 | 8%
127 | COc1ccc(N2C(=O)S/C(=C/c3cccc(Br)c3)C2=O)cc1 | 15%
